TbPYK inhibitor – inhibitors of Trypanosoma brucei pyruvate kinase; 410,000 compounds, 0.12% hits; TbPYK enzyme, Kinase-Glo Plus ATP luminescence, 45 min; Q57TT1; Potency, µM (highest dose often 76.8 µM), without a hit: top-dose activity, negative = inhibition, most hits filed as inhibitors; active means well fitted inhibition curve with a large enough effect; further: nearly all actives have a fitted effect of over 50% in size
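Glycolytic pyruvate kinase of T. brucei was incubated with substrate, test compound and 130 uM ADP for 45 minutes at room temperature. Luminescent Kinase-Glo Plus signal was measured after 10 minutes.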
The depositor's hits bear a star; [ ] = dose if it differs, or a comment. On the % scale 0 is the no-effect control and ±100 the full control effect; potency means the concentration at half of the fitted maximal effect.

SMILES	TbPYK inhibitor
CCOC(=O)C1=CCN(S(=O)(=O)c2ccc(F)cc2)C1c1cccc(C)c1 (stereo unspecified)	7%
O=c1c(-c2cc(F)cc(F)c2)nc2cnc(N3CCNCC3)nc2n1Cc1cccs1	-5%
C[C@@H]1CN([C@H](C)CO)C(=O)c2c(c3ccccc3n2C)-c2ccccc2CO[C@@H]1CN(C)C(=O)Nc1ccccc1C(F)(F)F	1%
COc1ccc(C(=O)N2CCC3(CC2)CCN(c2ccccn2)CC3)cc1	6%
Cc1ccc2c(c1)c1c3n2CCN(CCC#N)C3CCC1 (stereo unspecified)	-1%
CCCNC(=O)C1(C)CCCN(Cc2c(C)nn(-c3ccccc3)c2C)C1 (stereo unspecified)	-8%
O=C(CCNS(=O)(=O)c1ccc(Br)cc1)NCC(c1cccs1)N1CCOCC1 (stereo unspecified)	0%
COCCNC(=O)C1(C)CCN(Cc2ccc(C(C)C)cc2)C1 (stereo unspecified)	-1%
CCN(CC)CCN=c1c(C)nc(C#N)c(N)n1O	6%
CCOC(=O)[C@]12CCC=C1N(Cc1ccc(Cl)cc1Cl)C(=O)[C@H](CC(=O)N1CCOCC1)C2	-5%
O=C(c1cnccn1)N1CCC2(CCCN(c3ccccc3)C2)CC1	5%
CCc1ccccc1Oc1nc(NCc2ccccc2)nc2ccsc12	1%
CCCCN1CC(N2CCN(CCN(C)C)CC2)CS1(=O)=O (stereo unspecified)	4%
CC(NC(=O)COC(=O)C1CCN(c2ccc(C(F)(F)F)cn2)CC1)c1ccccc1 (stereo unspecified)	-2%
COc1cccc(NC(=O)C2(C)CCN2Cc2ccccc2OC(F)F)c1 (stereo unspecified)	1%
O=C1CSc2ccc(C(=O)N3CCCCC3)cc2N1	-20%
Nc1ccc(C(=O)Nc2ccc(Nc3ccncc3)cc2)c([N+](=O)[O-])c1	5%
O=C(c1cccc(F)c1)N1CCC2(CC1)CCN(c1ccccn1)CC2	6%
COc1ccc(CN2C(=O)C(CC(=O)NC3CC3)CC(C(=O)N3CCOCC3)=C2C)cc1 (stereo unspecified)	1%
COc1nc(-c2ccc3c(c2)OCO3)n(-c2ccc(NC(=O)CSc3ccccc3)cc2)n1	-3%
CC1(C(=O)NS(=O)(=O)c2ccc(Br)cc2)CCN1C(=O)c1cccc(F)c1 (stereo unspecified)	-2%
O=C1C=C(O)CC2(CCCCC2)C1	12%
CCOc1ccccc1NC(=O)CN(c1ccc(OC)c(OC)c1)S(=O)(=O)c1ccc(C)cc1	-4%
CC(C)=CCN1CC[C@@]2(C)c3cc(O)ccc3C[C@H]1[C@@H]2C	-4%[157 µM]
COc1ccc(S(=O)(=O)NC(=O)C2(C)CCN2C(=O)C2(c3ccccc3)CCCC2)cc1 (stereo unspecified)	-1%
CCCCNC(=O)C1c2ccccc2OCC(=O)N1Cc1ccccc1 (stereo unspecified)	0%
c1cc(CN2CC3(CCNCC3)C2)ccn1	0%
COc1cccc(-c2nc3n(n2)CCc2ccccc2-3)c1	-6%
CC(=O)C1=CCC(c2ccccc2Cl)N(S(=O)(=O)c2ccc(C)cc2)C1 (stereo unspecified)	4%
COc1ccccc1S(=O)(=O)N(C)C[C@@H]1OCc2cnnn2CCCC(=O)N([C@H](C)CO)C[C@H]1C	1%
OCc1cccc(-c2csc(C(O)c3ccco3)n2)c1 (stereo unspecified)	2%
Cc1ccc([C@H]2C[C@@H](O)[C@H](n3cc(C4CC4)nn3)CN2Cc2cccs2)cc1	-1%
CCc1nc2c(OCC(=O)C(C)(C)C)cccn2c1N(C)C(=O)Nc1ccccc1OC	-5%
O=C(NCc1cccc(C(F)(F)F)c1)c1c[nH]c(=O)s1	-7%
CC(=O)N1CCC2(CC1)CCN(c1cccc(-c3ccccc3)c1)CC2	14%
COc1ccc(-c2csc(Nc3cccc(C)n3)n2)cc1OC	0%
COCCNC(=S)N1CCC2CC1c1cc(-c3ccc4c(c3)OCO4)ccc12 (stereo unspecified)	-10%
Cc1ccc(C(=O)CCC(=O)OCC(=O)Nc2cc(S(=O)(=O)N(C)C)ccc2C)cc1	-4%
O=C(O)C1CCCCN1c1ccccc1[N+](=O)[O-] (stereo unspecified)	3%
CCOc1cc(N2CCOCC2)c(OCC)cc1NC(=O)COC(=O)c1c(C)noc1C	7%
Cc1cc(Br)c(NC(=O)CN2C(=O)NC3(CCOc4ccccc43)C2=O)c(Br)c1 (stereo unspecified)	0%
CC1(C(=O)NCc2cccs2)CCN1CCc1ccccc1 (stereo unspecified)	2%
COc1cccc(-c2ccc3c(c2)O[C@@H](CN(C)C(=O)C2CCOCC2)[C@H](C)CN([C@H](C)CO)S3(=O)=O)c1	-4%
Cn1nnnc1Sc1ncnc2scc(-c3ccc(Br)cc3)c12	3%
CNc1ncnc2c1ncn2[C@H]1CN(Cc2ccncc2)C[C@@H](CO)O1	0%
CC(C)C(N)c1csc(Nc2ccc(C(=O)N(C)Cc3ccccc3)cn2)n1 (stereo unspecified)	-11%
COc1cc(C(C)=O)ccc1OCC(=O)N1CCCC1c1ccc2c(c1)OCCCO2 (stereo unspecified)	-14%
COc1ncnc2c1ncn2CCCN(C)Cc1ccco1	4%
CCOc1cc(N2CCOCC2)c(OCC)cc1NC(=O)c1cccc(S(=O)(=O)N2CC(C)OC(C)C2)c1 (stereo unspecified)	5%
CCc1nc2ccc(C(=O)Nc3ccc(NC(C)=O)cc3)cn2c1N(C)CCCc1ccccc1	0%
CCN1CCN(C(=O)c2ccc(CS(=O)(=O)Cc3ccccc3Cl)o2)CC1	1%
Cc1ccc(CN2CCC[C@]3(N[C@H](c4ccc(C)cc4)[C@@H]4C(=O)N(Cc5ccccc5)C(=O)[C@@H]43)C2=O)cc1	-1%
COc1ccccc1CC(=O)Nc1cc(C)on1	8%
CC1(C(=O)NS(=O)(=O)c2ccc(Cl)cc2)CCN1C(=O)C1CC1 (stereo unspecified)	3%
CCCC(=O)N1CCC1(C)C(=O)Nc1ccc(OC)c(OC)c1 (stereo unspecified)	0%
CC1(C(=O)NS(=O)(=O)c2cccs2)CCN1C(=O)c1ccccc1CCc1ccccc1 (stereo unspecified)	7%
O=C(Nc1ccc(Cl)cc1)C1Cc2c(-c3ccccc3Oc3ccccc3)ccnc2O1 (stereo unspecified)	1%
NC(COCc1ccccc1)c1csc(NC(=O)Nc2cccc(Cl)c2)n1 (stereo unspecified)	0%
Cc1ccc2nc(-c3ccco3)c(CC(C)(C)C)n2c1	2%
Fc1cccc(Cc2c(-c3ccccc3)nc3c4ccccc4ccn23)c1	-3%

Next part, overlapping the part above by seven compounds.
SMILES	TbPYK inhibitor
CC1(C(=O)NS(=O)(=O)c2ccc(Cl)cc2)CCN1C(=O)C1CC1 (stereo unspecified)	3%
CCCC(=O)N1CCC1(C)C(=O)Nc1ccc(OC)c(OC)c1 (stereo unspecified)	0%
CC1(C(=O)NS(=O)(=O)c2cccs2)CCN1C(=O)c1ccccc1CCc1ccccc1 (stereo unspecified)	7%
O=C(Nc1ccc(Cl)cc1)C1Cc2c(-c3ccccc3Oc3ccccc3)ccnc2O1 (stereo unspecified)	1%
NC(COCc1ccccc1)c1csc(NC(=O)Nc2cccc(Cl)c2)n1 (stereo unspecified)	0%
Cc1ccc2nc(-c3ccco3)c(CC(C)(C)C)n2c1	2%
Fc1cccc(Cc2c(-c3ccccc3)nc3c4ccccc4ccn23)c1	-3%
COc1ccccc1NC(=O)N(C)C[C@@H]1OCc2ccccc2-c2c(n(C)c3ccccc23)C(=O)N([C@H](C)CO)C[C@@H]1C	-5%
O=C(NCc1ccccc1)c1cc(C2CCCCN2C(=O)CCc2ccccc2)on1 (stereo unspecified)	0%
COC[C@H]1CCCN1c1ccc2c(c1)O[C@H](COCc1ccccc1)CN([C@H](C)c1ccccc1)S2(=O)=O	-8%
CC1=C(C(=O)N2CCCCCC2)CC(CC(=O)NCCc2ccccn2)C(=O)N1Cc1ccc(C(C)(C)C)cc1 (stereo unspecified)	-2%
CC1(C(=O)NS(=O)(=O)Cc2cccc(Cl)c2)CCN1C(=O)c1ccc(C2CCCCC2)cc1 (stereo unspecified)	1%
CC(=O)Nc1ccc(-c2ccnc3c2CC(C)(C(=O)NCCc2ccccc2)O3)cc1 (stereo unspecified)	0%
CCOCc1nc2nc(Cl)c(Cl)nc2[nH]1	-8%
O=C(NCCN1CCC(n2c(=O)[nH]c3ccccc32)CC1)c1ccc(Cl)cc1	-5%
COc1ccc([C@@H]2C[C@H]3[C@@H](CN2S(=O)(=O)c2ccccc2)C(=O)C[C@@H](c2cccc4ccccc24)N3S(=O)(=O)c2ccc(C)cc2)cc1	-3%
Clc1ccc(Br)c(-c2nc3ccccc3[nH]2)c1	-1%
O=C(Nc1nnc([C@H]2C[C@H](O)[C@@H](CO)O2)s1)Nc1ccccc1F	-8%
C[C@H]1CN([C@@H](C)CO)C(=O)CCCn2nncc2CO[C@H]1CN(C)C(=O)Nc1ccccc1	-1%
COC(=O)CCCn1cc(CN2CC(N3CCCCC3)CS2(=O)=O)nn1 (stereo unspecified)	-1%
CCc1nc2c(OCc3ccc(C#N)cc3)cccn2c1N(C)C(=O)c1ccco1	-12%
CC1(C)CC(NCc2ccccc2)=CC(=S)N1	-9%
CC[N+]1(CCOC(=O)C(O)(c2ccccc2)c2ccccc2)CCCCC1	5%
COC(=O)CCCC[C@@H]1O[C@H](CCc2ccccc2)CC2=C1C(=O)OC(C)(C)O2	-8%
O=C(NC(c1ccc(Cl)cc1)c1ccccn1)C1CCN(CCOc2ccc(Cl)cc2Cl)CC1 (stereo unspecified)	-12%
Cn1cccc1CN1CCC[C@]2(N[C@H](c3ccc(C(F)(F)F)cc3)[C@@H]3C(=O)N(Cc4ccccc4)C(=O)[C@@H]32)C1=O	3%
COc1ccc(C2=Nn3c(nnc3-c3ccccc3C(F)(F)F)SC2)cc1OC1CCOC1 (stereo unspecified)	-4%
COc1ccccc1S(=O)(=O)N(C)C[C@@H]1OCc2cnnn2CCCC(=O)N([C@H](C)CO)C[C@@H]1C	0%
CC(=O)Nc1cccc(C(=O)Nc2cc(C(F)(F)F)ccc2-n2cncn2)c1	0%
C[C@H]1CN([C@@H](C)CO)S(=O)(=O)c2ccc(C#CC(C)(C)O)cc2O[C@H]1CN(C)Cc1ccccc1	2%
COc1ccc(OC)c(C(=O)CCCCC(=O)c2cc(OC)ccc2OC)c1	3%
COCCCN1C(=O)C(CC(=O)NC2CC2)CC(C(=O)N2CCOCC2)=C1C (stereo unspecified)	3%
CCn1c(SCC(=O)NC2CC2)nc2ccccc21	-6%
O=C(CN1C(=O)CSc2ccc(S(=O)(=O)N3CCOCC3)cc21)NCc1c(F)cccc1Cl	-2%
Cc1ccc(F)c(S(=O)(=O)NC(=O)C2(C)CCN2C(=O)Cc2ccc(-c3ccccc3)cc2)c1 (stereo unspecified)	-4%
CCOc1ccccc1C(=O)Nc1nnc(SCC(=O)N2CCCC2)s1	3%
C[C@H](NC(=O)[C@@H]1CCCN1C(=O)[C@@H]1CCCN1C(=O)c1cccc2ccccc12)c1ccccc1	2%

Reformatted with bars between the fields: part of the list above.
smiles | TbPYK inhibitor
CC[N+]1(CCOC(=O)C(O)(c2ccccc2)c2ccccc2)CCCCC1 | 5%
C[C@H](NC(=O)[C@@H]1CCCN1C(=O)[C@@H]1CCCN1C(=O)c1cccc2ccccc12)c1ccccc1 | 2%

Remaining list, next part
SMILES	TbPYK inhibitor
COCC1CCN(C(=O)c2ccc3oc(CCc4ccccc4)nc3c2)C1 (stereo unspecified)	-11%
Cn1cccc1C(=O)N1CCC2(CCCN(C(=O)Nc3cccc(C#N)c3)C2)CC1	-11%
Cn1nc(C(C)(C)C)cc1C(=O)N1CCCCC1c1cc(C(=O)Nc2ccccc2)no1 (stereo unspecified)	2%
CC(=O)c1c(C)[nH]c(C(=O)NCc2ccc(Cl)cc2)c1C	-3%
O=C(c1ccco1)N1CCC2(CC1)CN(c1ccccc1)C2	1%
C[C@@H]1CN([C@H](C)CO)C(=O)CCCn2nncc2CO[C@H]1CN(C)S(=O)(=O)c1cccs1	6%
Cc1cc(Br)cn2c(Cc3cccc(Cl)c3)c(-c3cccc(Cl)c3)nc12	4%
CC(C)N1CC2(CC(c3ccccc3F)=NO2)CN1C(=O)c1ccco1 (stereo unspecified)	3%
CC1(C)N=C(N)N=C(N)N1c1ccc(OCC(=O)N2CCOCC2)cc1	-3%
CC1=C2C3OC(=O)C(C)C3CCC2(C)C=C(Cl)C1=O (stereo unspecified)	-2%
C[C@H]1CN([C@@H](C)CO)C(=O)CCCn2nncc2CO[C@@H]1CN(C)Cc1ccc(C(F)(F)F)cc1	-4%
Cn1c(=O)n(C)c2cc(NC(=O)c3ccccc3)ccc21	1%
CCCCC(=O)N(C)c1c(C)nc2ccc(C(=O)N3CCN(C(C)=O)CC3)cn12	8%
CC(=O)Nc1ccc(-c2cc(C(=O)O)c3cc4ccccc4cc3n2)cc1	-4%
COc1cccc(C(N)c2nc(-c3cc(F)cc(F)c3)cs2)c1 (stereo unspecified)	-5%
COCCN(CC(=O)Nc1cccc(C)c1C)C(=O)/C=C/c1ccc2c(c1)OCCO2	0%

High-throughput results from PubChem.

Not all compounds are listed (hit frequency here may not be typical).
